NadD block = inhibitors of Staphylococcus aureus NadD | 0.78% of 360,000 active | purified NadD enzyme, colorimetric absorbance read-out | AID 602399 | inhibition, % at 20 µM; in the data active = inhibition above about 26%; note: some compounds past the cut are filed as inactive
CSN inh = blocks human CSN-mediated cullin deneddylation; Q92905; Purified CSN, SCF-Nedd8-OG deneddylation, fluorescence polarization; inhibition, % at 12.5 µM; 0.38% of 360,000 active; AID 651999;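 active = pattern-corrected inhibition above about 35%, with an unprinted fluorescence ratio check between 0.5 and 1.5, limit read from the data, passing the limit was not always enough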;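 note: 0% = enzyme with substrate and 100% = substrate without enzyme; some results filed as inactive read as strong as hits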
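Test system: purified human Csn5 enzyme expressed in HEK293T cells. Amount: 0.24 nM enzyme. Reagent: SCFSkp2-Nedd8OG substrate at 10 nM final. Schedule: 90 min incubation of compound, enzyme and substrate at room temperature. Detection: fluorescence polarization. Read-out: % inhibition of substrate cleavage by Csn5.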
SKN-1 inh = blocks SKN-1 activity in C. elegans. C. elegans VP596 Pgst-4::GFP/RFP ratio, acrylamide-induced, 24 h. inhibition, % at 21.8 µM. 0.49% of 360,000 active. AID 624304;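 active = interference check ratio from 0.5 to 1.5 plus GFP to RFP signal ratio inhibition reaching or exceeding a fixed threshold, cut at about 30% in these data, passing the limit was not always enough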; note: some compounds called inactive have numbers as strong as hits
FAS TE block = FAS thioesterase (human) inhibition | recombinant FAS-TE, OMFH fluorogenic substrate, fluorescence endpoint | P49327 | inhibition, % at 15 µM | 0.67% of 360,000 active;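 active = compounds whose normalised, plate-corrected inhibition of enzyme fluorescence in the single-dose primary screen is 50% or more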;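 note: 0% = DMSO with enzyme and 100% = substrate without enzyme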
Rpn11 inh = blocks the human proteasome subunit Rpn11 | 0.59% of 360,000 active | calls only at 20 µM | human 26S proteasome, Ub4-pepOG fluorescence polarization; 20S core pre-blocked with epoxomicin;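 active = inhibition at 20 µM, scaled to each plate's controls, above about 33%, limit read from the data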
Rin1-Abl PPI inh = human Rin1-Abl interaction inhibition. 0.4% of 360,000 active. inhibition, % at 7.35 µM. TR-FRET Rin1/Abl binding, biochemical; in the data active = inhibition above about 5%, passing the limit was not always enough
Target sequence (P00519 whole entry, looked up): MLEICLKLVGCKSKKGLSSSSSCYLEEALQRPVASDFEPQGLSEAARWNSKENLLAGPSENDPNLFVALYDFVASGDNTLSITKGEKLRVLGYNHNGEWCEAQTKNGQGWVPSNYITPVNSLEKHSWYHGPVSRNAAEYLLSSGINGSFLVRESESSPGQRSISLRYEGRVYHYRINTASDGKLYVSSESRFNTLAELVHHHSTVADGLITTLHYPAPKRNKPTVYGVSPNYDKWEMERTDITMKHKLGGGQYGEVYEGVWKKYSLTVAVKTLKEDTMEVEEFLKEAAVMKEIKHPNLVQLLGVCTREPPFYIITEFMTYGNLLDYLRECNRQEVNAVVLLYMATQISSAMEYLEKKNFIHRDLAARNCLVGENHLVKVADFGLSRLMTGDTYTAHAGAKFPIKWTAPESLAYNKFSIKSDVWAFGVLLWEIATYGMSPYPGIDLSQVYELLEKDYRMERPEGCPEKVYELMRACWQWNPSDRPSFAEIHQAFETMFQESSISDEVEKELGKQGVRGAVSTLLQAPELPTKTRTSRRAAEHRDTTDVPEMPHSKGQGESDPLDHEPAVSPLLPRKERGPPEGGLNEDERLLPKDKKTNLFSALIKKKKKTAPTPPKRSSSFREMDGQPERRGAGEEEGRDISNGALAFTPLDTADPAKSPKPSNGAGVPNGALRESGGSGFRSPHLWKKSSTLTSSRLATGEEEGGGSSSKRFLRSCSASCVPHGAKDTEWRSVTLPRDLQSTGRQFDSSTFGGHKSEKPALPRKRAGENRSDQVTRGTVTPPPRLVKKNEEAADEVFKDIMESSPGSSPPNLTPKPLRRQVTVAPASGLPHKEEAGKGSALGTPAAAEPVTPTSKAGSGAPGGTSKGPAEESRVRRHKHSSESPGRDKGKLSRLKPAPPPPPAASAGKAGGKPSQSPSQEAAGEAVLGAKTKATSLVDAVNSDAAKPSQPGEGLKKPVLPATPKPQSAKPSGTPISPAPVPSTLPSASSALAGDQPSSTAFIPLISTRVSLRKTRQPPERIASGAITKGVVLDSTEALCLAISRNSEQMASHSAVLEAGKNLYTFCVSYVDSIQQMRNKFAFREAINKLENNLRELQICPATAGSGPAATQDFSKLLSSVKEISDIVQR
Target sequence (Q13671 whole entry, looked up): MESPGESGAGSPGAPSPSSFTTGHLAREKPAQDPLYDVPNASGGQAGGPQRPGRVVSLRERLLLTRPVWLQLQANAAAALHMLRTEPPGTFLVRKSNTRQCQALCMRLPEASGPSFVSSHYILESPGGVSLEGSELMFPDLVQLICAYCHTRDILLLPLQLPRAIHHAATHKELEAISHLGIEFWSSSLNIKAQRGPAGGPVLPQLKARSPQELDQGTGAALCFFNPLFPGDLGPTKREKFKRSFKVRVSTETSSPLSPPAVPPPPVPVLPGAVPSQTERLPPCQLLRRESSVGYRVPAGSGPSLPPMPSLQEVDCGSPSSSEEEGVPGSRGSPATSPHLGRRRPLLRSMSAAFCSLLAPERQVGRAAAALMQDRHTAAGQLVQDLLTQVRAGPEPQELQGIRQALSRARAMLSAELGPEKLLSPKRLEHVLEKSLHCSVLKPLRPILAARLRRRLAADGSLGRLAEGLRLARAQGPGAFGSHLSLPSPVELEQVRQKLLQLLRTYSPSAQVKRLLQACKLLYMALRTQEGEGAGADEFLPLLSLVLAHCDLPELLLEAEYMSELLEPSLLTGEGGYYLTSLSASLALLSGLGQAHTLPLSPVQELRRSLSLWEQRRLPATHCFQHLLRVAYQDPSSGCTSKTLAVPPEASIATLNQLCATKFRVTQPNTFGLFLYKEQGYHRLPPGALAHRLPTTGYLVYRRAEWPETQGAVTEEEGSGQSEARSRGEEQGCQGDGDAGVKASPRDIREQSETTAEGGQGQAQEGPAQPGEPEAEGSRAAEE
PABP1 MLLE inh = blocks PAM2 peptide binding to the PABP1 MLLE domain | P11940 | GST-MLLE / FITC-PAM2 fluorescence polarization | inhibition, % at 20 µM | 0.36% of 360,000 active | AID 588489; in the data active = inhibition above about 35%, passing the limit was not always enough;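 note: plate controls were DMSO wells with GST-MLLE for no effect and wells lacking GST-MLLE protein for full effect; some results filed as inactive read as strong as hits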
MT1-MMP act inh = blocks activation of human MT1-MMP. HT1080 RFP-PRO-GFP cells, GFP/RFP ratio fluorescence, overnight; percent of plate control window, DMSO zero. GFP/RFP ratio change, % at 20 µM. 0.061% of 360,000 active. AID 651647;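 active = GFP/RFP ratio change of at least 30% with cell ATP level not reduced by more than half and red fluorescence within 50% of control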; note: strong numbers were not always called active
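Read-out: GFP/RFP fluorescence ratio; Test system: RFP-PRO-GFP reporter HT1080 cells; Compound dosing: single-point 20 µM compound, 1% DMSO; Times: overnight compound exposure at 37 °C.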
Neddyl block = blocks human cullin neddylation; P61081+Q13564; TR-FRET cullin neddylation, biochemical; calls only at 25 µM; 0.58% of 360,000 active; in the data active = inhibition above about 36%
The depositor's hits bear a star; i = inactive; x = no result given.

SMILES,NadD block,CSN inh,SKN-1 inh,FAS TE block,Rpn11 inh,Rin1-Abl PPI inh,PABP1 MLLE inh,MT1-MMP act inh,Neddyl block
CC1(C(=O)Nc2ccc3c(c2)OCO3)CCN1C(=O)C1CCCCC1 (stereo unspecified),1,-2,6,2,i,-3,-2,-1,i
COc1ccccc1-n1ccnc(SCC(=O)NCCc2ccccc2)c1=O,1,0,21,-8,i,-3,34,-9,i
Cc1cc(NC(=O)c2ccc3c(c2)C(=O)N(C)C3=O)no1,2,-2,8,-6,i,1,-13,1,i
O=C1c2ccccc2C(=O)N1CCc1c(-c2ccccc2)[nH]c2ccccc12,1,-6,2,32,i,-4,7,-11,i
C#CCOCCOCCOCCNc1nc(N2CCN(C(=O)Cn3cc(CCO)nn3)CC2)nc(N2CCN(C(=O)[C@H]([C@@H](C)CC)n3cc(CCCCN)nn3)CC2)n1,-9,-6,-10,-6,i,1,11,4,i
Cn1c(=O)cc(OCC(=O)NCc2ccccn2)c2ccccc21,11,-1,21,-9,i,0,3,1,i
CC1CCC(C(C)C)C(OC(=O)Cn2c(-c3ccc(F)cc3)[n+](C)c3ccccc32)C1 (stereo unspecified),1,-3,7,-1,i,2,2,-17,i
[O-]/[N+](=C\c1ccc(OC(F)F)cc1)c1ccccc1,-1,-1,-10,-3,i,1,17,3,i
O=C(CSc1nnc(CN2CCOCC2)n1-c1ccc(Cl)cc1)Nc1ccc2c(c1)OCO2,-2,-4,3,-4,i,2,-1,-2,i
COCCCNC(=O)Cn1cnc2sc(C)c(S(=O)(=O)N3CCN(c4ncccn4)CC3)c2c1=O,-5,-3,-11,-6,i,2,6,-4,i
O=C(Cc1c(F)cccc1Cl)Nc1ccccc1-c1ccccc1,-8,-1,-7,3,i,-1,-9,3,i
CCC(C)(C(=O)NC1CCCC1)N(Cc1ccco1)C(=O)Cc1cccs1 (stereo unspecified),7,3,-24,-2,i,-4,-4,-3,i
COCCCN(C(=O)c1cc2c(s1)CCC2)c1c(N)n(Cc2ccccc2)c(=O)[nH]c1=O,4,-2,7,6,i,1,-20,-2,i
O=c1cc(C(F)(F)F)[nH]c2ccc(C(F)(F)F)cc12,2,4,14,-2,i,1,-17,11,i
COc1ccccc1N1CCN(C(=O)c2cc(-c3ccc(Br)cc3)on2)CC1,5,-1,-8,26,i,0,12,-1,i
CCS(=O)(=O)CCSc1nc(C)cc(C)n1,3,-4,-8,-3,i,4,4,3,i
COCCN(Cc1cc2cc3c(cc2nc1Cl)OCO3)C(=O)c1ccc(C)cc1,-6,4,-4,0,i,-3,5,1,i
O=C(Nc1cccc(NC(=O)c2ccco2)c1)c1ccc2c(c1)OCCO2,2,3,-4,-5,i,6,4,x,i
O=C(COC(=O)c1ccc(O)cc1O)NNC(=O)c1cccs1,-1,0,-11,0,i,1,-41,-2,i
NC(=O)C1CCN(C(=O)COc2cccc3ccccc23)CC1,11,5,8,-5,i,5,9,0,i
CCCCc1nnc(NC(=O)CSc2nc(=O)cc(N)n2-c2cccc(C)c2)s1,7,4,4,-5,i,-1,8,2,i
CC1CC(C)CN(C(=S)Nc2ccc(SC(F)F)cc2)C1 (stereo unspecified),2,-2,8,17,i,-1,-115,0,i
Cc1ccc(C)c(N2CCN(C(=O)c3ccccc3Br)CC2)c1,-1,5,5,8,i,0,1,-10,i
CC(C)C(=O)N[C@@H]1c2ccccc2CC[C@@H]1OCc1ccccc1,-3,-6,6,-8,i,-5,1,-1,i
COCCN(C(=O)c1snc(C(N)=O)c1N)C(C(=O)NC1CCCCC1)c1ccc(F)cc1 (stereo unspecified),4,1,3,-2,i,4,-2,-1,i
COC(=O)c1ccc(NC(=O)CCN2CCN(Cc3ccccc3)CC2)cc1,-3,-6,4,-8,i,-1,4,5,i
O=C(COC(=O)CCc1ccccc1)Nc1ccc(F)cc1Cl,-2,2,0,0,i,2,5,2,i
COc1ccccc1CNC(=O)Nc1cccs1,28,7,15,-7,i,2,-7,-2,i
CC(C)=CCCC1(C)C=Cc2c(ccc3c2[nH]c2cc(O)c(C)cc23)O1 (stereo unspecified),0,4,10,36,i,3,-2,7,i
COc1cc(OC)cc(C2=Cc3ccccc3C(CC(=O)c3ccco3)N2c2ccc(-c3cccnc3)cc2)c1 (stereo unspecified),35*,3,12,20,x,x,x,-1,i
COCCNC(=O)C1CCCN(C(=O)c2ccc(C(F)(F)F)nc2C)CC1 (stereo unspecified),3,3,19,-4,i,-3,3,-3,i
Cc1ccc(S(=O)(=O)NCC2CCC(C(=O)N3CCOCC3)CC2)cc1 (stereo unspecified),-6,2,8,-4,i,2,10,1,i
CC(c1ccccc1)C(CC(=O)O)C(=O)Nc1ccc(Cl)c(Cl)c1 (stereo unspecified),-9,-3,15,6,i,-1,2,0,i
CCCc1nnc(NC(=O)CCC(=O)NCc2ccc(OC)cc2)s1,-7,2,19,-7,i,-1,10,0,i
COc1ccc(NC(=O)Nc2cnccn2)c(OC)c1,-1,1,18,-8,i,0,-11,-4,i
COc1cc(OC)c(Nc2cc(C)nc3nc(C)nn23)cc1Cl,-1,2,-3,-7,i,0,11,2,i
O=C(NCc1ccco1)C(c1ccccc1)N(C(=O)Cc1cccs1)c1ccccc1F (stereo unspecified),6,1,9,11,i,3,-1,-4,i
COc1cc(OC)cc(C(=O)NCC2CCCN(C(=O)c3csc(C(C)C)n3)C2)c1 (stereo unspecified),-2,-1,2,-4,i,-4,-5,-2,i
CSc1ncccc1C(=O)OCC(=O)N1CCCC1,7,3,16,-3,i,1,6,1,i
Cc1ccc(S(=O)(=O)NC(CC(=O)O)c2ccc(F)cc2)cc1 (stereo unspecified),-3,1,9,-7,i,-1,-12,3,i
Nc1[nH]c(C(=O)c2ccccc2)c(-c2ccc(Br)cc2)c1C(=O)c1cccs1,12,2,2,1,x,x,x,0,i
O=c1[nH]cnc2c1ccn2C1OC(CO)C(O)C1O (stereo unspecified),2,6,-3,-4,i,-2,-5,-4,i
CC1=CC(=C2C(=O)c3ccccc3C2=O)C=C(C)O1,-2,-10,31,-6,i,-6,-15,-10,i
O=C(CSc1ccccc1)Nc1nc2ccccc2[nH]1,-1,5,0,-4,i,-2,9,-1,i
COc1ccc(OCC(=O)N/N=C(\C)c2ccc(OC)cc2)cc1,-5,-2,5,-3,i,0,11,2,i
COc1ccc(C)cc1S(=O)(=O)NCCc1ccccc1,-4,1,-10,0,i,-1,9,7,i
Cc1ccc2nc(SCc3cn4cccnc4n3)[nH]c2c1,2,14,-7,-9,i,-1,-41,9,i
Cc1ccc(NC(=O)COc2ccc(C3SCCS3)cc2)cc1,0,-14,10,-5,i,0,36,1,i
CC(C)(C)C(c1nc2ccccc2[nH]1)n1c(-c2cccc(S(C)(=O)=O)c2)nc2ccccc21 (stereo unspecified),x,-7,19,x,x,x,x,-5,x
CCOC(=O)c1ccc(NC(=O)CC2S/C(=N/N=C3/NC(=O)CS3)NC2=O)cc1 (stereo unspecified),-2,0,2,-7,i,-7,-20,1,i
Cc1ccc(C(=O)N/C(=C\c2ccccc2)C(=O)NCC2CCCO2)cc1 (stereo unspecified),2,-5,7,-12,i,2,1,0,i
COc1ccc(S(=O)(=O)N2CCc3ccccc32)cc1C(=O)N1CCOCC1,3,0,8,0,i,-4,0,-5,i
O=C(CCn1ccnc1)Nc1cc(Cl)ccc1O,5,-2,-6,-4,i,3,-3,3,i
Cc1ccc2c(c1)cc1c(=O)[nH]ncn12,-2,-1,-11,-2,i,-5,2,-3,i
CCN(CC(=O)NCc1cccs1)S(=O)(=O)c1ccc(NC(C)=O)cc1,-7,7,-6,-7,i,-4,-12,-1,i
O=C(NCCC1CCCCN1S(=O)(=O)c1ccccc1)C(=O)NC1CCCC1 (stereo unspecified),-1,-5,4,-2,i,2,-4,3,i
S=c1[nH]c(-c2ccccc2)cn1/N=C/c1cccnc1,2,1,2,0,i,-2,21,5,i
O=C(NCc1n[nH]c(=S)n1-c1ccccc1)c1ccc(S(=O)(=O)N2CCOCC2)cc1,-4,-2,-16,-4,i,1,11,2,i
CCOC(=O)c1cc(C(=O)NN)c(C)nc1C,1,-5,6,-13,i,0,6,-1,i
CCCN(C(=O)COC(=O)CC1CCCCC1)c1c(N)n(Cc2ccccc2)c(=O)[nH]c1=O,0,-8,12,-19,i,2,-14,-2,i

The results go on.
SMILES,NadD block,CSN inh,SKN-1 inh,FAS TE block,Rpn11 inh,Rin1-Abl PPI inh,PABP1 MLLE inh,MT1-MMP act inh,Neddyl block
CC1=CC(C)=Nc2ccccc2N1,9,0,6,-10,i,0,15,-1,i
CCOC(=O)c1ccc(S(=O)(=O)N2CCN(C(C)=O)CC2)cc1,4,-1,1,2,i,6,0,4,i
C=CCN=C(C)C1=C(O)C(C)OC1=O (stereo unspecified),-5,-3,-2,-12,i,-2,0,2,i
COC(=O)C1=C(NC(=O)c2ccc(C)c(C)c2)CCS1,-6,-1,46,-2,i,-2,39*,-4,x
CC1CN(CCOc2cccc(Oc3ccccc3)c2)CC(C)O1 (stereo unspecified),-4,2,-5,10,i,0,0,2,i
CCN(CC)S(=O)(=O)c1ccc(N2CC(C(=O)NCCc3ccc(Cl)cc3)CC2=O)cc1 (stereo unspecified),6,-2,2,-2,i,1,-52,4,i
O=c1cc(CN2CCN(S(=O)(=O)c3ccccc3)CC2)nc2ccc(Cl)cn12,2,-2,7,7,i,-3,17,-2,i
COc1ccc(N2CC(C)Cn3c2nc2c3c(=O)n(Cc3ccccc3F)c(=O)n2C)c(OC)c1 (stereo unspecified),6,1,15,13,i,-5,-2,5,i
C=CCn1c(SCC(=O)OCc2ccccc2)nc2c1c(=O)n(C)c(=O)n2C,1,-4,-1,-3,i,3,-2,5,i
CSCc1cccc(C(=O)OC(C)C(=O)Nc2c(C)n(C)n(-c3ccccc3)c2=O)c1 (stereo unspecified),0,-6,11,-5,i,0,-3,-1,i
O=C(COC(=O)CNC(=O)c1ccc(Cl)c([N+](=O)[O-])c1)NNC(=O)c1ccccc1F,-4,-1,1,7,i,1,0,-1,i
CCCCN1/C(=C/c2ccc3ccccc3[n+]2CC)Sc2ccccc21,10,22,36*,-34,i,-22,-194,-151,i

5 compounds from above, sorted by the value under Rin1-Abl PPI inh, largest number first.
| SMILES | NadD block | CSN inh | SKN-1 inh | Rpn11 inh | Rin1-Abl PPI inh | PABP1 MLLE inh | MT1-MMP act inh | Neddyl block |
| --- | --- | --- | --- | --- | --- | --- | --- | --- |
| C=CCn1c(SCC(=O)OCc2ccccc2)nc2c1c(=O)n(C)c(=O)n2C | 1 | -4 | -1 | i | 3 | -2 | 5 | i |
| O=C(COC(=O)CNC(=O)c1ccc(Cl)c([N+](=O)[O-])c1)NNC(=O)c1ccccc1F | -4 | -1 | 1 | i | 1 | 0 | -1 | i |
| CSCc1cccc(C(=O)OC(C)C(=O)Nc2c(C)n(C)n(-c3ccccc3)c2=O)c1 (stereo unspecified) | 0 | -6 | 11 | i | 0 | -3 | -1 | i |
| COC(=O)C1=C(NC(=O)c2ccc(C)c(C)c2)CCS1 | -6 | -1 | 46 | i | -2 | 39* | -4 | x |
| COc1ccc(N2CC(C)Cn3c2nc2c3c(=O)n(Cc3ccccc3F)c(=O)n2C)c(OC)c1 (stereo unspecified) | 6 | 1 | 15 | i | -5 | -2 | 5 | i |

Two of the compounds above, as labelled records:
> CCOC(=O)c1ccc(S(=O)(=O)N2CCN(C(C)=O)CC2)cc1
  NadD block: 4
  CSN inh: -1
  SKN-1 inh: 1
  FAS TE block: 2
  Rpn11 inh: i
  Rin1-Abl PPI inh: 6
  PABP1 MLLE inh: 0
  MT1-MMP act inh: 4
  Neddyl block: i

> C=CCN=C(C)C1=C(O)C(C)OC1=O (stereo unspecified)
  NadD block: -5
  CSN inh: -3
  SKN-1 inh: -2
  FAS TE block: -12
  Rpn11 inh: i
  Rin1-Abl PPI inh: -2
  PABP1 MLLE inh: 0
  MT1-MMP act inh: 2
  Neddyl block: i
